Screening results (PubChem BioAssay)
GAA inh: blocks human lysosomal alpha-glucosidase; P10253; purified human GAA, 4-MU-alpha-glucoside fluorescence; Potency, µM (top dose mostly 76.9 µM), for the others: at the highest dose activity change, negative = inhibition, hits mostly inhibitors; 200,000 tested, 0.005% active; AID 1466;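 further: plate controls were uninhibited enzyme wells for no effect and no-enzyme background for full effect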
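AC50 values come from Hill fits of compound titrations (up to 77 uM) against 4 nM human enzyme. Substrate 4-methylumbelliferyl-alpha-D-pyranoside at 400 uM, pH 5.0 citrate buffer, 20 min room temperature; fluorescence Ex 365/Em 440 after alkaline stop.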
HTT ATP protect: cytoprotection in Huntington HTT-Q103 PC12 cell model; PC12 HTT-Q103 induced, cytoprotection, ATP luminescence, 40 h; Potency, µM (titrated, usually from 56.4 µM), without a hit: cytoprotection (ATP increase), most hits filed as activators; 230,000 tested, 0.14% active;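 further: % of control where 0% means no effect; nearly all actives have a fitted effect of over 45% in size; toxic huntingtin expression switched on by the ecdysone agonist tebufenozide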
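PC12 cells stably carrying ecdysone-inducible Htt exon 1 (Q103)–GFP were induced with 100 nM tebufenozide (final) alongside library compounds in a dose series. Cytoprotection was scored as retained ATP by ATPlite luminescence.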
GAA glycogen mod: inhibitors or activators of human alpha-glucosidase glycogen cleavage; 300,000 tested, 0.38% active; P10253; recombinant GAA, glycogen substrate, Amplex Red glucose oxidase fluorescence; AID 2100; Potency, µM (titrated, usually from 76.4 µM), without a hit: at the top dose activity change, negative = inhibition, most hits filed as inhibitors;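 further: 0% = full enzyme reaction and -100% = no-enzyme basal signal; the screen sought inhibitors and activators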
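Recombinant human enzyme (4 nM); glycogen substrate; 37 C, 40 min, pH 5.0. Readout: coupled glucose oxidase/Amplex Red fluorescence.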
HttQ103 aggreg: inhibitors of mutant huntingtin aggregate formation in PC12 cells; PC12 HttQ103-GFP aggregates, Acumen cytometry, 40 h; Potency, µM (top dose mostly 46.1 µM), for the others: top-dose activity change, negative = inhibition, hits mostly inhibitors; 220,000 tested, 1.1% active; further: on the % scale 0 is the no-effect control and ±100 the full control effect; nearly all actives have a fitted effect of over 60% in size
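Quantitative HTS on tebufenozide-induced (100 nM) PC12 cells stably expressing polyQ103 Huntingtin exon 1–GFP. Reduction of bright GFP aggregates, detected by laser scanning cytometry after lysis, identified actives across the titration.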
IMPase Li inh: IMPase inhibition in cells with lithium potentiation; 210,000 tested, 0.35% active; CHO-M1 cells, IP1 TR-FRET (IP-One), carbachol + lithium; AID 1457; Potency, µM (titrated, usually from 59.4 µM), for the others: at the top dose activity, negative = IMPase inhibition, actives largely listed as inhibitors;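 further: IP1 builds up when IMPase is blocked and the TR-FRET signal falls; plate controls were basal vehicle for no effect and high inhibitor control for full effect; nearly all actives have a fitted effect of over 50% in size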
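Steps: plate 2000 CHO-M1 cells per well and culture 16–30 h; add compound and lithium; incubate 30 min, 37C; add d2-IP1 tracer and Eu cryptate anti-IP1 antibody in lysis buffer; read after 10 min at room temperature.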
aGlu spleen mod: inhibitors or activators of human alpha-glucosidase in spleen homogenate; human spleen homogenate, 4-MU-alpha-glucoside fluorescence; Potency, µM (top dose mostly 79.9 µM), inactives show top-dose activity change, negative = inhibition, actives largely listed as inhibitors; 240,000 tested, 0.006% active; AID 2112;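 further: 0% = enzyme with vehicle and -100% = no enzyme basal signal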
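AC50 values come from Hill-equation fits of concentration-response data, normalized to no-enzyme and full-activity controls. Enzyme source: 1 ug human spleen homogenate; 1 mM fluorogenic 4-MU glucoside, pH 5.0 citrate buffer, 37 C, 40 min.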
RGS12 GoLoco inh: RGS12 GoLoco-Gai1 interaction inhibition. 230,000 tested, 0.44% active. P63096. Gai1:RGS12 GoLoco peptide FP, rhodamine, 10 min. Potency, µM (titrated, usually from 61.6 µM), without a hit: top-dose activity, negative = inhibition, hits mostly inhibitors; active means well fitted inhibition curve with a large enough effect, not every such curve was filed as active; inactive means no such curve, though single readings can be large or run the other way; further: on the % scale 0 is the no-effect control and ±100 the full control effect; nearly all actives have a fitted effect of over 30% in size; many of its hits are not listed in these tables
Target sequence (P63096 whole entry, looked up): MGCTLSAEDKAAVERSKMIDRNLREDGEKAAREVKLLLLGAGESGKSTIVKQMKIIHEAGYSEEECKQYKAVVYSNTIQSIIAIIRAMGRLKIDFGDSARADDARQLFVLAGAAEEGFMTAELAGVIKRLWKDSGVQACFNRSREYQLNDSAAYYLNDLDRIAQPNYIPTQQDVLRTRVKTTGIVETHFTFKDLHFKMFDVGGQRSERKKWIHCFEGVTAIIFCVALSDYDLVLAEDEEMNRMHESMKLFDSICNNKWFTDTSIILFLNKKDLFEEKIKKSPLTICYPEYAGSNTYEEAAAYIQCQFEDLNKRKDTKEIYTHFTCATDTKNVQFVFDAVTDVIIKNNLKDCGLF
The depositor's hits bear a star; ? = inconclusive; · = not tested or not shown; & = joins results of further samples; [ ] = dose if it differs, or a comment. Unless noted, the call rests on the fitted dose curve; in most records, active means well fitted curve in the direction sought with a large enough effect; inconclusive means small, poorly fitted or top-dose-only effect, or another doubt; inactive means no such curve, though single readings can be large; an effect the other way counts as inactive or inconclusive. Potency means the concentration at half of the fitted maximal effect. An excerpt (hit frequency here may not be typical).

SMILES	GAA inh	HTT ATP protect	GAA glycogen mod	HttQ103 aggreg	IMPase Li inh	aGlu spleen mod	RGS12 GoLoco inh
COc1cc(O)cc2cc3c(c(O)c12)C(=O)CC(C)(O)O3 (configuration not stated)	·	5.3%[10 µM]	-29.9%	?	·	-3.9%	-0.3%
O=S(=O)(c1ccc(N2CCCC2)cc1)C(F)(F)F	-2.1%	-2.6%	-1.8%	10µM*	25.2%[38.3 µM]	-11.8%	2.5%
OCCN(CCO)c1nc2ccccc2[nH]1	·	7.1%[10 µM]	-5.9%	-8.4%[9.22 µM]	·	0.5%	8.9%
O=C(O)c1oc2ccccc2c1CN1CCN(c2ccccc2)CC1	-12.4%	-3.2%	0.5%	-27.3%	22.5%[38.3 µM]	-4.1%	-0.4%
COC(=O)[C@@H]1C[C@@]2(O)[C@H](O)[C@H](O)[C@H](O)C[C@H]2N1Cc1ccc(N2CCOCC2)cc1	·	-5.8%	·	·	-4.8%	12.7%	-14.8%
CCN(CC)c1ccc(C(NC(C)=O)NC(C)=O)cc1	-8.8%	5.8%	-5.0%	6.6%	9.0%[38.3 µM]	-2.5%	-26.1%
CN1CC(=O)NC1=NC(=O)c1cc(F)c(F)cc1Cl	4.0%	-9.7%	-15.6%	-4.4%	-12.6%[38.3 µM]	-8.7%	-1.2%
CCOC(=O)C1=C(C)NC(=O)NC1c1ccc(OCC(=O)N2CCCCC2)cc1 (configuration not stated)	-5.1%	-1.5%	1.5%	22.5%	-8.7%[38.3 µM]	-12.7%	6.0%
COc1cc(/C=C(/C#N)C(=O)Nc2ccccc2)c(Br)cc1OCc1ccc(C(=O)O)cc1	·	-12.7%[10 µM]	-4.1%	-5.0%[9.22 µM]	·	2.7%	-5.0%
Cn1cc(CN2CCN(Cc3ccc4c(c3)OCO4)CC2)c(-c2ccccc2F)n1	-6.7%	9.7%[10 µM]	-7.7%	-3.8%[9.22 µM]	14.5%	6.2%	6.4%
O=C(c1cnccn1)N(Cc1cccs1)C1(C(=O)NC2CCCC2)CCCCC1	-0.3%	-0.5%[10 µM]	-5.1%	-16.6%	6.7%	2.1%	6.5%
CCOC(=O)CSc1nnc(-c2ccc(S(=O)(=O)N3CCOCC3)cc2)n1-c1ccccc1	-3.5%	-0.4%[10 µM]	-5.5%	-5.5%	30.6%[38.3 µM]	-0.9%	-8.7%

Some of these compounds in order of length of the SMILES, rising:
SMILES	GAA inh	HTT ATP protect	GAA glycogen mod	HttQ103 aggreg	IMPase Li inh	aGlu spleen mod	RGS12 GoLoco inh
O=S(=O)(c1ccc(N2CCCC2)cc1)C(F)(F)F	-2.1%	-2.6%	-1.8%	10µM*	25.2%[38.3 µM]	-11.8%	2.5%
O=C(O)c1oc2ccccc2c1CN1CCN(c2ccccc2)CC1	-12.4%	-3.2%	0.5%	-27.3%	22.5%[38.3 µM]	-4.1%	-0.4%
O=C(c1cnccn1)N(Cc1cccs1)C1(C(=O)NC2CCCC2)CCCCC1	-0.3%	-0.5%[10 µM]	-5.1%	-16.6%	6.7%	2.1%	6.5%
CCOC(=O)C1=C(C)NC(=O)NC1c1ccc(OCC(=O)N2CCCCC2)cc1 (configuration not stated)	-5.1%	-1.5%	1.5%	22.5%	-8.7%[38.3 µM]	-12.7%	6.0%

The main list resumes, starting two compounds before the break.
SMILES	GAA inh	HTT ATP protect	GAA glycogen mod	HttQ103 aggreg	IMPase Li inh	aGlu spleen mod	RGS12 GoLoco inh
O=C(c1cnccn1)N(Cc1cccs1)C1(C(=O)NC2CCCC2)CCCCC1	-0.3%	-0.5%[10 µM]	-5.1%	-16.6%	6.7%	2.1%	6.5%
CCOC(=O)CSc1nnc(-c2ccc(S(=O)(=O)N3CCOCC3)cc2)n1-c1ccccc1	-3.5%	-0.4%[10 µM]	-5.5%	-5.5%	30.6%[38.3 µM]	-0.9%	-8.7%
COC(=O)C(CC(C)C)N1CCC(=O)c2ccccc2S1(=O)=O (configuration not stated)	·	14.7%[10 µM]	-0.7%	-4.9%[9.22 µM]	·	-5.8%&-8.1%	-7.3%
COc1ccc(Cl)c(NC(=O)Nc2c(C)n(-c3ccccc3)c(=O)n2C)c1	-1.0%	0.3%[0.074 µM]	-3.5%	3.3%	18.3%[38.3 µM]	-2.2%	1.8%
COc1ccc(NC(=O)CSc2nnc(-c3ccccn3)n2N)cc1	-4.8%	-21.3%[0.074 µM]	10.3%	-7.5%	-9.4%[38.3 µM]	-2.1%	5.9%
C/C(CC(=O)Nc1ccc2c(c1)OCO2)=N\NC(=O)OC(C)(C)C	-8.2%	-12.2%	-6.4%	-6.9%	3.1%	-11.9%	11.7%
C=CCc1cccc2cc(C(=O)Nc3ccc(S(=O)(=O)Nc4nnc(CC)s4)cc3)c(=O)oc12	-5.1%	-4.1%[10 µM]	-3.4%	15.4%	12.9%	-4.5%	-6.4%
CC(C)c1ccc2c(c1)C(c1ccc(N3CCOCC3)cc1)=NNC(c1cccs1)=N2	-14.9%	-5.4%	2.0%	7.5%	4.5%[38.3 µM]	-5.7%	4.6%
COc1ccc(S(=O)(=O)N2CCC(C(=O)N3CCc4ccccc4C3)CC2)cc1C	?	-21.6%	-13.6%	-14.8%	-0.7%[38.3 µM]	-3.4%	3.6%
COc1ccc(N2C(=O)CC(N3CCC(C(N)=O)CC3)C2=O)cc1 (configuration not stated)	-12.8%	6.7%[0.074 µM]	-1.0%	-1.2%	13.2%[38.3 µM]	10.5%	-15.9%
C=CCSc1nnc(Cc2cc(=O)[nH]c(=O)[nH]2)n1-c1cc(C)ccc1C	-6.9%	9.1%	7.2%	23.7%	7.2%[38.3 µM]	0.1%	6.8%
CCC(=NCc1ccccc1)c1c(C(F)(F)F)[nH]n(-c2nc3ccccc3s2)c1=O	-1.0%	-33.6%	-10.4%	6.4%[9.22 µM]	27.6%[38.3 µM]	7.1%	-4.3%
C/C(=N\NC(=O)c1ccccc1)c1ccc2c(c1)OCO2	-5.7%	-23.9%	1.2%	-20.5%	19.3%[38.3 µM]	-1.2%	4.0%
O=C(N/N=C/c1cc(Cl)cc([N+](=O)[O-])c1O)NC12CC3CC(CC(C3)C1)C2	0.1%	7.2%[10 µM]	-6.6%	?	11.8%	-12.6%	-13.2%
CCCn1c(CCC(=O)O)ccc1-c1ccccc1	-0.3%	-8.6%	0.4%	13.6%	-10.0%	3.3%	7.3%
O=C(NCCN1CCN(C(=O)c2cccs2)CC1)c1cccs1	2.5%	9.0%[0.074 µM]	1.7%	-4.3%	23.7%[38.3 µM]	-17.7%	-1.4%
Cc1[nH][nH]c(=O)c1C(c1ccc([N+](=O)[O-])cc1)c1c(C)[nH][nH]c1=O	-7.4%[15.4 µM]	-3.5%[10 µM]	?	0.3%[9.22 µM]	·	0.6%	-20.8%
CC1=NN(C(=O)COc2ccccc2C)C(O)(c2ccc(Cl)cc2)C1 (configuration not stated)	-5.3%	-0.5%[10 µM]	-11.9%	-18.1%	-1.7%	-8.2%	5.8%
COc1cc(OC)cc(C(=O)NC(=S)N2CCN(c3ccc(C(F)(F)F)cc3[N+](=O)[O-])CC2)c1	?	-52.4%[inhibitor]	-0.6%	?	12.0%[38.3 µM]	1.1%	11.5%
CC12CCC(C(=O)N(CC(O)CN3CCCCCC3)C1=O)C2(C)C (configuration not stated)	3.2%	-1.2%[10 µM]	8.5%	-0.8%	1.6%	-2.7%	5.7%
CN(C(=O)c1ccc2c(=O)n3c(nc2c1)CCCCC3)c1ccccc1	-0.9%	0.7%[10 µM]	-2.9%	-9.7%	7.4%	-1.5%	-0.7%
O=C(Nc1cccc(-c2csc(Nc3ccc(Cl)cc3)n2)c1)c1cc([N+](=O)[O-])cc(C(F)(F)F)c1	·	-24.1%[10 µM]	-5.0%	11.4%[9.22 µM]	·	6.0%	4.8%
O=C(CCSCc1ccccc1Cl)NC1CCCC1	5.0%	0.8%[10 µM]	-0.9%	9.3%	3.5%	-1.6%	-2.5%
COc1ccccc1C(C[N+](=O)[O-])c1c(N)n(C)c(=O)n(C)c1=O (configuration not stated)	·	-64.3%[inhibitor][10 µM]	4.6%	-16.3%[9.22 µM]	·	-7.5%	-3.4%
Cn1nccc1NS(=O)(=O)c1ccc(NC(=O)C(F)(F)F)cc1	·	21.1%[10 µM]	6.6%	28.8%[9.22 µM]	·	5.6%	10.1%
C=CCn1c(SCC(=O)NCC2CCCO2)nnc1-c1ccccc1 (configuration not stated)	-2.6%	14.3%	25.2%	19.6%	-4.2%	5.8%	5.6%
CCOC(=O)Cn1c(=NC(=O)c2cc(-c3cccs3)nc3ccccc23)sc2cc(S(N)(=O)=O)ccc21	12.7%	17.3%[10 µM]	10.0%	-14.6%	-1.2%	0.4%	-5.8%
CCn1c(SCC(=O)Nc2nc(-c3ccc(C)cc3)cs2)nnc1-c1ccccc1	1.1%	-10.0%	-2.3%	-4.9%	6.8%[38.3 µM]	-3.5%	-1.1%
CC(=O)Nc1ccc(C(=O)N/N=C/c2ccncc2)cc1	-11.6%	2.2%	-23.3%	-13.1%	8.0%	-3.7%	-9.9%
O=C(c1cc2c(s1)CCCC2)n1cccn1	-5.2%	-0.5%[1.9 µM]	2.3%	?	17.9%[38.3 µM]	-4.2%	4.5%
CCn1c(CSc2nc(C)cs2)nc2cc(S(=O)(=O)N(C)C)ccc21	-6.8%	-12.8%[10 µM]	1.3%	11.4%	5.7%[38.3 µM]	-3.1%	11.8%
Nc1cc(OC(=O)c2ccccc2Br)nn1S(=O)(=O)c1ccccc1	-5.6%	0.3%	-5.1%	3.5%	8.3%[38.3 µM]	-1.7%	31.0%[activator]
COCCCN1C(=O)c2ccccc2C1C(=O)NC1CCCCCC1 (configuration not stated)	5.4%	-14.3%	0.6%	13.5%	3.7%[38.3 µM]	3.4%	8.9%
O=C(Cc1ccccc1)N/N=C/c1ccc(OC(=O)/C=C\c2ccco2)cc1	2.0%	-6.3%[10 µM]	-3.2%	17.2%	18.3%	-6.4%	14.7%
COc1ccc(Cc2noc(-c3ccc([N+](=O)[O-])cc3)n2)cc1OC	·	30.9%[10 µM]	0.9%	8.1%[9.22 µM]	·	4.5%	-4.8%
C/C(=N\NC(=O)C1CC1c1ccccc1)c1ccc(C)s1 (configuration not stated)	?	-9.6%	2.4%	0.9%	·	-2.3%	·
O=C(c1ccccc1[N+](=O)[O-])N1CC2C3C=CC(C3)C2C1 (configuration not stated)	2.9%	-36.4%[inhibitor]	2.1%	2.0%	9.9%	-7.5%	0.3%
COc1ccc(C(=O)N2CCC3(CC2)CN(c2ncccn2)C3)cc1	·	-4.9%	·	·	-7.1%	4.5%	6.3%
Cc1ccc2c(COC(=O)c3n[nH]c4ccccc34)cc(=O)oc2c1	-1.6%	-12.4%[10 µM]	0.0%	8.8%	-7.6%[38.3 µM]	0.0%	8.5%
